High-throughput results deposited in PubChem by several laboratories.
Yp Topo-I inh = blocks Yersinia pestis topoisomerase I activity. 0.064% of 360,000 active. Y. pestis Topo-I cleavage product accumulation, plate reader. activity, % at 10 µM; in the data active means activity above about 50%, passing the limit was not always enough; further: inactives centre near 2
PrPC surface inh = reduces human prion protein on the cell surface; P04156; cell surface PrPC, TR-FRET read-out; inhibition, % at 13.8 µM; 0.43% of 370,000 active; in the data active means inhibition above about 24%; further: 0% = median of the test wells and 100% = reference compound wells
CCHF vOTU inh = blocks the CCHF virus ovarian tumor domain protease | CCHFV vOTU protease, Pep-AMC fluorescence | inhibition, % at 11.5 µM | 0.55% of 370,000 active | AID 651958; in the data active means inhibition above about 30%; further: 0% = vehicle wells with enzyme and 100% = no enzyme wells
PriA SSB inh = blocks PriA binding to SSB C-terminal tail | AID 1272365 | 0.6% of 430,000 active | inhibition, % at 33 µM | AlphaScreen SSBct-PriA binding, biotinylated peptide; in the data active means inhibition mostly above about 37%, no sharp cut-off; inactive means mostly below about 20%;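 further: plate controls were negative control peptide for no effect and reference peptide for full effect; strong numbers were not always called active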
Rv3671c protease = inhibitors of M. tuberculosis serine protease Rv3671c. AID 2606. 0.048% of 320,000 active. inhibition, % at 5.96 µM; in the data active means inhibition above about 38%;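 further: extracellular domain of Rv3671c used as enzyme; 0% = enzyme with DMSO and 100% = no enzyme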
TcdB inh = inhibitors of Clostridioides difficile toxin B glycohydrolase; P18177; TcdB glycohydrolase enzymatic assay, plate reader; inhibition, % at 9.99 µM; 0.24% of 350,000 active; AID 652162; in the data active means inhibition above about 10%
Target sequence (P18177 whole entry, looked up): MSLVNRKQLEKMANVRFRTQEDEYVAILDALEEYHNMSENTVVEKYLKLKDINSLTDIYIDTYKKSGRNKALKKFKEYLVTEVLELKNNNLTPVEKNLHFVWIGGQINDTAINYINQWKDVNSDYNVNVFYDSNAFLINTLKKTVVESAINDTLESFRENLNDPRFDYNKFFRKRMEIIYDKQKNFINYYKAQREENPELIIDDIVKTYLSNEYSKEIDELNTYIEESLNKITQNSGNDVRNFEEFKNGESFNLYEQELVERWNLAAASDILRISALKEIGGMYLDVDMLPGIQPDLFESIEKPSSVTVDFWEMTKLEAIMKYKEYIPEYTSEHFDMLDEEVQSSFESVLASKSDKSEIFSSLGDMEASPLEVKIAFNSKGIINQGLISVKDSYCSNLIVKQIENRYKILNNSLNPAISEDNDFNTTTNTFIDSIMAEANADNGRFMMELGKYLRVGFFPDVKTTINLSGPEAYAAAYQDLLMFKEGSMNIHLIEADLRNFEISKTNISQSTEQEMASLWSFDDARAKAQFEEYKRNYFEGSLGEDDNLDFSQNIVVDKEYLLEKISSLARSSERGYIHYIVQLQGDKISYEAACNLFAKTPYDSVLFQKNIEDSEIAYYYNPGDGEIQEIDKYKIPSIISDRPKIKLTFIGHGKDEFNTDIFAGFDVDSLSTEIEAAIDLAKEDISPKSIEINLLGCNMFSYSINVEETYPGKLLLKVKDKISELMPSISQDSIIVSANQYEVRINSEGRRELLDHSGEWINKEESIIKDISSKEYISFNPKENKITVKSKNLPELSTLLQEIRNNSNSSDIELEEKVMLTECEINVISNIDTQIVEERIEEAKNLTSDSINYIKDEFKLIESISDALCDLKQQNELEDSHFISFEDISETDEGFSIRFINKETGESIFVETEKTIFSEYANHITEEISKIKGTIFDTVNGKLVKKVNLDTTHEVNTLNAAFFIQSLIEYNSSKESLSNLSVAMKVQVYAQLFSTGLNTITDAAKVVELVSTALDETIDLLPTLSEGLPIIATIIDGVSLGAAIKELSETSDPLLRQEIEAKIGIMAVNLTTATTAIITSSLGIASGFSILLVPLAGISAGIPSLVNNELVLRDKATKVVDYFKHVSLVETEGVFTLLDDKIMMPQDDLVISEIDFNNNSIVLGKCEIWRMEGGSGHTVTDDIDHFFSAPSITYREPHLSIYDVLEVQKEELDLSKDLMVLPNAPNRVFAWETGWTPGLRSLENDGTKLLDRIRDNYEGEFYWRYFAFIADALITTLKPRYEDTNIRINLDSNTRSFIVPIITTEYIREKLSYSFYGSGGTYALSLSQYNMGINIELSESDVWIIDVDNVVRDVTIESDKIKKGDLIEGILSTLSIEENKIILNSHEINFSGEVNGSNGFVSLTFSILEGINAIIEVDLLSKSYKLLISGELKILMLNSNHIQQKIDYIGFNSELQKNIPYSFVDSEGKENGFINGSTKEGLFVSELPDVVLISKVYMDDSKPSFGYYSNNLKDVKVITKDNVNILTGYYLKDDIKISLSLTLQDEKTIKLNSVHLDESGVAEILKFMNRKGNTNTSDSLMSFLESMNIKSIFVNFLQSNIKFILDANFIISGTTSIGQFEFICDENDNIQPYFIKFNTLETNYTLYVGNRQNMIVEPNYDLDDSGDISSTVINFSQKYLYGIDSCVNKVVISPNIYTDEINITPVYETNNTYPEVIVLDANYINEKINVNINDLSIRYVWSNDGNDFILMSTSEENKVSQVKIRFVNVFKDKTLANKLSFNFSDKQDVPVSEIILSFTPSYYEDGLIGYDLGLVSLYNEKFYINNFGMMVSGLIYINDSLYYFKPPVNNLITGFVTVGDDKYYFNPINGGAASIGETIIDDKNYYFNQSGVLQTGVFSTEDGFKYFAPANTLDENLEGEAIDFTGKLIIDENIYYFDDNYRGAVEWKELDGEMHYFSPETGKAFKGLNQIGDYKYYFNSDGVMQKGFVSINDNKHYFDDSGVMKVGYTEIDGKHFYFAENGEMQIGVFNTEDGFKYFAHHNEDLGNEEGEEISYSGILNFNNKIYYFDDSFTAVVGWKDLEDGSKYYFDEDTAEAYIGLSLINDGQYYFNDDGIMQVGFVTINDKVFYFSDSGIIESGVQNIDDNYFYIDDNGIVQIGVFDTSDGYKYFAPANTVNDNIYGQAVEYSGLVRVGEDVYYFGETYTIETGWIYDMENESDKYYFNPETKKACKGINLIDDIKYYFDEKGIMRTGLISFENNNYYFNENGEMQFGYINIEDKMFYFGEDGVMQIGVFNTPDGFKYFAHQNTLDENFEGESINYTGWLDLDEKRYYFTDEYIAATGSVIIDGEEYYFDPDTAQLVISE
BH1578 lux ind = induces V. cholerae light production without autoinducers | V. cholerae BH1578 lux reporter, luminescence, 6 h | 0.16% of 350,000 active | activation, % at 18.7 µM; in the data active means activation mostly above about 9.7%, no sharp cut-off; further: not every result past the cut was called active; inactives centre near 0; reference of the scale not given here
SARS 3CLpro inh = SARS-CoV 3CLpro protease inhibition. P0C6X7. recombinant SARS-CoV 3CLpro, quenched FRET peptide cleavage. inhibition, % at 6 µM. 0.14% of 290,000 active. AID 1706; in the data active means inhibition above about 12%
DUSP3 inh = inhibitors of human VHR1 phosphatase (DUSP3). inhibition, % at 13.3 µM. AID 1654. 0.52% of 290,000 active. P51452. recombinant VHR phosphatase, pNPP absorbance; in the data active means inhibition above about 50%; further: some compounds called inactive have numbers as strong as hits
MazEF act = MazEF (E. coli) toxin RNase activation; FAM/BHQ RNA-DNA oligo cleavage fluorescence, 5 h; activation, % at 20 µM; 0.32% of 350,000 active; in the data active means activation above about 50%
Active calls of the source: *. These rows are one share of the data; count on the stated rates, not on these rows.

`CC(=O)c1cccc(NC(=S)Nc2cccc3ccccc23)c1` gave Yp Topo-I inh 4, PrPC surface inh 2, CCHF vOTU inh 1, PriA SSB inh 29, Rv3671c protease -5, TcdB inh 0.1, BH1578 lux ind inactive, SARS 3CLpro inh 12, DUSP3 inh 19 and MazEF act -1.
Screening C#CCN1C(=O)S/C(=C/c2cc(C)n(CC)c2C)C1=O returned Yp Topo-I inh -1, PrPC surface inh -3, CCHF vOTU inh -6, PriA SSB inh 7, Rv3671c protease 1, BH1578 lux ind -0.3, SARS 3CLpro inh 2, DUSP3 inh 5 and MazEF act 11.
Screening COc1ccccc1N1CCN(C(=O)c2cc(-c3ccc(Br)cc3)on2)CC1 returned Yp Topo-I inh 4, PrPC surface inh -8, CCHF vOTU inh 3, PriA SSB inh -7, Rv3671c protease 1, TcdB inh 0.0, BH1578 lux ind -0.2, SARS 3CLpro inh -6, DUSP3 inh -8 and MazEF act -8.
For O=C(Nc1cc(S(=O)(=O)N2CCOCC2)ccc1O)c1ccco1 the results were Yp Topo-I inh 4, PrPC surface inh -3, CCHF vOTU inh 9, PriA SSB inh -8, Rv3671c protease 1, BH1578 lux ind inactive, SARS 3CLpro inh -5, DUSP3 inh 12 and MazEF act -3.
Cc1ccc(CNc2ccc3c(c2)ncn3C)cc1 was read as Yp Topo-I inh 5, PrPC surface inh -2, CCHF vOTU inh -8, PriA SSB inh 20, Rv3671c protease -5, BH1578 lux ind -0.4, SARS 3CLpro inh 4, DUSP3 inh 13 and MazEF act 9.
CC(=O)NCCOc1c(C)cc(S(N)(=O)=O)cc1C was read as Yp Topo-I inh -10, PrPC surface inh 4, CCHF vOTU inh 18, PriA SSB inh -6, Rv3671c protease -3, BH1578 lux ind inactive, SARS 3CLpro inh 3, DUSP3 inh -29 and MazEF act 1.
NC(=O)NC(=O)COC(=O)/C=C/c1cccc(Br)c1 was read as Yp Topo-I inh 12, PrPC surface inh 6, CCHF vOTU inh -3, PriA SSB inh 3, Rv3671c protease 6, TcdB inh 1.7, BH1578 lux ind -0.6, SARS 3CLpro inh -1, DUSP3 inh 11 and MazEF act 14.
Screening NCCc1nnc(SCc2ccccc2)o1 returned Yp Topo-I inh 7, PrPC surface inh -2, CCHF vOTU inh 1, PriA SSB inh -11, Rv3671c protease 1, SARS 3CLpro inh -1, DUSP3 inh 12 and MazEF act 4.
Screening Cc1cccc(S(=O)(=O)NC(=O)C2(C)CCN2C(=O)Cc2ccccc2)c1 (configuration not stated) returned Yp Topo-I inh -1, PrPC surface inh -2, CCHF vOTU inh 6, TcdB inh -0.1 and BH1578 lux ind inactive.
COc1cccc(CN(C)C(c2ccccc2)c2ccccc2)c1OC was read as Yp Topo-I inh 43, PrPC surface inh 3, CCHF vOTU inh 10, PriA SSB inh -16, Rv3671c protease -7, TcdB inh 0.4, BH1578 lux ind -0.4, SARS 3CLpro inh 1, DUSP3 inh -2 and MazEF act 2.
`c1ccc(-c2nnc(CSc3nnc(-c4ccncc4)n3Cc3ccco3)o2)cc1` gave Yp Topo-I inh 1, PrPC surface inh 8, CCHF vOTU inh 3, PriA SSB inh -6, Rv3671c protease -9, BH1578 lux ind 2.1, SARS 3CLpro inh -8, DUSP3 inh 28 and MazEF act 3.
`Cn1c(CNC(=O)c2ccccc2F)nnc1SCC(=O)NCc1ccccc1` gave Yp Topo-I inh 2, PrPC surface inh 2, CCHF vOTU inh -4, PriA SSB inh -19, Rv3671c protease 0, TcdB inh -2.0, BH1578 lux ind -0.4, SARS 3CLpro inh -2, DUSP3 inh 5 and MazEF act 6.
`COc1ccc(NC(=O)C2(C)Cc3c(-c4ccccc4)ccnc3O2)cn1` (configuration not stated) gave Yp Topo-I inh 9, PrPC surface inh -3, CCHF vOTU inh 1, TcdB inh 2.0 and BH1578 lux ind inactive.
O=C(Cn1ncc2c3ccccc3n(Cc3cccc(Cl)c3)c2c1=O)NCc1ccccn1 was read as Yp Topo-I inh 5, PrPC surface inh -13, CCHF vOTU inh 8, PriA SSB inh -3, Rv3671c protease -7, TcdB inh 4.5, BH1578 lux ind -0.2, SARS 3CLpro inh -2, DUSP3 inh 10 and MazEF act -36.
For COc1ccc2cc(CCNC(=O)c3ccc(S(=O)(=O)N4CCOCC4)cc3)c(=O)[nH]c2c1 the results were Yp Topo-I inh 18, PrPC surface inh -1, CCHF vOTU inh 22, Rv3671c protease -8, TcdB inh 0.0, BH1578 lux ind -5.0, SARS 3CLpro inh -3, DUSP3 inh -2 and MazEF act 4.
For Cc1cccc(N2CCN(C(=O)c3c(Cl)cnn3C)CC2)c1C the results were Yp Topo-I inh 24, PrPC surface inh 3, CCHF vOTU inh 1, PriA SSB inh -14, Rv3671c protease -8, TcdB inh 4.0, BH1578 lux ind 0.4, SARS 3CLpro inh 2, DUSP3 inh 10 and MazEF act 14.
`CC(C)Nc1nc(-c2ccccc2CO)c2sccc2n1` gave Yp Topo-I inh -1, PrPC surface inh 2, CCHF vOTU inh -107, TcdB inh 1.4 and BH1578 lux ind inactive.
Cc1nc2ccccc2c(=O)n1/N=C/c1cccs1 was read as Yp Topo-I inh 3, PrPC surface inh 3, CCHF vOTU inh 5, Rv3671c protease -12, TcdB inh -5.6, BH1578 lux ind inactive, SARS 3CLpro inh 7, DUSP3 inh 9 and MazEF act 9.
Screening O=C(NCCOc1ccccc1)c1n[nH]c(=O)c2ccccc12 returned Yp Topo-I inh 2, PrPC surface inh -4, CCHF vOTU inh -5, PriA SSB inh -30, Rv3671c protease 4, BH1578 lux ind -0.5, SARS 3CLpro inh -2, DUSP3 inh 13 and MazEF act 3.
`CC(=O)N1CCN(C(=O)c2ccc(-c3ccccc3Cl)o2)CC1` gave Yp Topo-I inh 7, PrPC surface inh 0, CCHF vOTU inh 7, PriA SSB inh -3, Rv3671c protease 0, TcdB inh 1.1, BH1578 lux ind inactive and MazEF act 4.
For O=C(NCCc1ccc(Cl)cc1)c1ccc2ccccc2n1 the results were Yp Topo-I inh -2, PrPC surface inh -3, CCHF vOTU inh 4, PriA SSB inh -7, Rv3671c protease -8, TcdB inh 1.1, BH1578 lux ind -2.8, SARS 3CLpro inh 2, DUSP3 inh 6 and MazEF act -24.
`COc1ccc(NC(=O)c2c(C(F)(F)F)nn(C)c2SCc2ccccc2Cl)cc1` gave Yp Topo-I inh 0, PrPC surface inh 8, CCHF vOTU inh 1, PriA SSB inh -22, Rv3671c protease -1, BH1578 lux ind inactive, SARS 3CLpro inh -3, DUSP3 inh 25 and MazEF act 5.
For COCCN(CCOC)C(=O)CSc1ccc(S(=O)(=O)N2CCN(C)CC2)cn1 the results were Yp Topo-I inh 6, PrPC surface inh -8, CCHF vOTU inh 7, PriA SSB inh -1, Rv3671c protease -2, TcdB inh -2.6, BH1578 lux ind inactive and MazEF act 2.
COc1ccc(Cn2nnnc2C(c2cc3cc(C)cc(C)c3[nH]c2=O)N2CCOCC2)cc1 (configuration not stated) was read as Yp Topo-I inh 7, PrPC surface inh -3, CCHF vOTU inh -16, PriA SSB inh -2, Rv3671c protease -2, BH1578 lux ind -0.3, SARS 3CLpro inh 0, DUSP3 inh 2 and MazEF act 8.
`O=C(/C=C/c1ccncc1)c1ccc(NC(=O)c2ccccc2F)cc1` gave Yp Topo-I inh -1, PriA SSB inh -2, Rv3671c protease -36, BH1578 lux ind inactive, SARS 3CLpro inh -1, DUSP3 inh -2 and MazEF act 2.
`COc1ccc(C(=O)N2CCC(C(=O)Nc3ccc(OC)c(OC)c3)CC2)cc1` gave Yp Topo-I inh -2, PrPC surface inh -12, CCHF vOTU inh 2, PriA SSB inh -4, Rv3671c protease -8, BH1578 lux ind inactive, SARS 3CLpro inh 1, DUSP3 inh 8 and MazEF act -1.
Screening Cc1ccc(NC(=O)CSc2nnc(-c3ccncc3)n2N)cc1C returned Yp Topo-I inh -9, PrPC surface inh -4, CCHF vOTU inh 0, PriA SSB inh -8, Rv3671c protease -2, BH1578 lux ind inactive, SARS 3CLpro inh -5, DUSP3 inh 18 and MazEF act 5.
Screening COC(=O)[C@@H](Cc1c[nH]c2ccccc12)NCc1ccc(B(O)O)cc1 returned Yp Topo-I inh -2, PrPC surface inh 5, CCHF vOTU inh -3, PriA SSB inh 2, TcdB inh 1.5, BH1578 lux ind -1.3 and MazEF act 4.
For O=C1C=CC(=Nc2ccc3c(c2)C(=O)c2ccccc2-3)O1 the results were Yp Topo-I inh -7, PrPC surface inh -4, CCHF vOTU inh -1, PriA SSB inh 2, TcdB inh -7.2, BH1578 lux ind -5.6 and MazEF act 5.
Screening CCCCn1c(N)c(N(CCC(C)C)C(=O)c2ccc3c(c2)OCCO3)c(=O)[nH]c1=O returned Yp Topo-I inh 2, PrPC surface inh 5, CCHF vOTU inh 7, PriA SSB inh -2, Rv3671c protease 1, TcdB inh -0.1, BH1578 lux ind -0.5 and MazEF act 3.

Already shown: 2 of the compounds above.
For O=C1C=CC(=Nc2ccc3c(c2)C(=O)c2ccccc2-3)O1 the results were Yp Topo-I inh -7, PrPC surface inh -4, CCHF vOTU inh -1, PriA SSB inh 2, TcdB inh -7.2, BH1578 lux ind -5.6 and MazEF act 5.
Screening CCCCn1c(N)c(N(CCC(C)C)C(=O)c2ccc3c(c2)OCCO3)c(=O)[nH]c1=O returned Yp Topo-I inh 2, PrPC surface inh 5, CCHF vOTU inh 7, PriA SSB inh -2, Rv3671c protease 1, TcdB inh -0.1, BH1578 lux ind -0.5 and MazEF act 3.

Three compounds out of the list, sorted by SMILES length, lowest first:
Cc1nc2ccccc2c(=O)n1/N=C/c1cccs1 was read as Yp Topo-I inh 3, PrPC surface inh 3, CCHF vOTU inh 5, Rv3671c protease -12, TcdB inh -5.6, BH1578 lux ind inactive, SARS 3CLpro inh 7, DUSP3 inh 9 and MazEF act 9.
`CC(=O)N1CCN(C(=O)c2ccc(-c3ccccc3Cl)o2)CC1` gave Yp Topo-I inh 7, PrPC surface inh 0, CCHF vOTU inh 7, PriA SSB inh -3, Rv3671c protease 0, TcdB inh 1.1, BH1578 lux ind inactive and MazEF act 4.
`O=C(/C=C/c1ccncc1)c1ccc(NC(=O)c2ccccc2F)cc1` gave Yp Topo-I inh -1, PriA SSB inh -2, Rv3671c protease -36, BH1578 lux ind inactive, SARS 3CLpro inh -1, DUSP3 inh -2 and MazEF act 2.

Going on with the list.
`COc1ccc(C(=O)NCCCNC(=O)c2ccco2)cc1OC` gave Yp Topo-I inh -1, PrPC surface inh 5, CCHF vOTU inh 10, PriA SSB inh -7, Rv3671c protease 5, TcdB inh -7.4, BH1578 lux ind -1.2, SARS 3CLpro inh 5, DUSP3 inh 33 and MazEF act -4.
`O=C(CCC(=O)N1CCSc2ccccc21)NCc1cccc(Br)c1` gave Yp Topo-I inh 26, PrPC surface inh -4, CCHF vOTU inh 25, PriA SSB inh -1, Rv3671c protease 6, TcdB inh 2.0, BH1578 lux ind -0.9, SARS 3CLpro inh -2, DUSP3 inh 2 and MazEF act -2.
`O=C(CSc1nnnn1C1CC2CCC1C2)Nc1ccnc2ccccc12` (configuration not stated) gave Yp Topo-I inh 23, PrPC surface inh 16, CCHF vOTU inh -1, PriA SSB inh -13, Rv3671c protease -14, BH1578 lux ind inactive, SARS 3CLpro inh 4, DUSP3 inh -14 and MazEF act 5.
For COc1ccc(N(C)C(=O)C2CCCN2S(=O)(=O)c2cccc3nsnc23)c(OC)c1 (configuration not stated) the results were Yp Topo-I inh -5, PriA SSB inh -4, Rv3671c protease -3, BH1578 lux ind -0.9, SARS 3CLpro inh 3, DUSP3 inh 2 and MazEF act -3.
For O=C(N=Nc1c(O)n(Cc2ccccc2)c2ccccc12)c1cc2ccccc2cc1O the results were Yp Topo-I inh 4, PrPC surface inh 1, CCHF vOTU inh 8, PriA SSB inh -3, Rv3671c protease -6, TcdB inh 0.7, BH1578 lux ind inactive, SARS 3CLpro inh 1, DUSP3 inh -10 and MazEF act 16.
`O=C(/C=C/c1cccs1)Nc1ccc(Br)cn1` gave Yp Topo-I inh 11, PrPC surface inh -4, CCHF vOTU inh -1, PriA SSB inh -20, Rv3671c protease -7, BH1578 lux ind inactive, SARS 3CLpro inh 1, DUSP3 inh 23 and MazEF act -30.
`CCN(CC)CCN(Cc1cc2cc(C)ccc2[nH]c1=O)C(=S)NCc1ccco1` gave Yp Topo-I inh 1, PrPC surface inh 0, CCHF vOTU inh -8, PriA SSB inh -2, Rv3671c protease 14, TcdB inh -1.2, BH1578 lux ind -0.2, SARS 3CLpro inh 1, DUSP3 inh -13 and MazEF act 9.
